RGS4 pot: RGS4 potentiation or activation. HEK293 M3R/inducible RGS4, carbachol calcium flux Fluo4; stronger effect = lower value. B-score at 10 µM. 0.92% of 310,000 active;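 active = B-score of the integrated calcium signal more than 4 SD below the library mean, with starting fluorescence not abnormally high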;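 also: negative B-score means reduced calcium response which marks RGS4 activation or potentiation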
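Test system: HEK293 cells with stable M3R and inducible RGS4; also added: carbachol at ECmax as muscarinic agonist stimulus; schedule: dye loading 30 min 37 °C, buffer rest 30 min RT; technique: kinetic calcium fluorescence imaging with Fluo4-AM dye, 2 µM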
KCNK9 block: human KCNK9 channel inhibition | Q9NPC2 | HEK293 KCNK9, FluxOR thallium flux fluorescence; stronger effect = lower value | B-score at 10 µM | 1.2% of 310,000 active;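 active = ratio B-score over 3 SD below the library mean, with starting fluorescence within 5 SD of its mean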;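 also: negative B-score means less thallium flux so channel inhibition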
KCNK3 inh: human KCNK3 channel inhibition, primary screen; CHO-KCNK3 thallium flux, FluxOR fluorescence; stronger effect = lower value; B-score at 10 µM; O14649; 0.84% of 340,000 active; AID 602410;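 active = B-score under library mean minus 4 SD, starting fluorescence ratio at most library mean plus 5 SD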;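 also: more negative B-score means stronger inhibition of thallium flux through KCNK3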
KCNQ1 act: human KCNQ1 channel potentiation or activation | 0.35% of 310,000 active | B-score at 10 µM | P51787 | CHO-K1 KCNQ1, thallium flux FluxOR fluorescence; stronger effect = higher value;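 active = fluorescence ratio B-score, a plate-corrected score, at least three library SD, with initial intensity B-score within 5 SD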
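Assay system: CHO-K1 cells stably expressing KCNQ1. Medium: assay buffer for compound exposure, DMSO matched across wells. Timing: 37 °C overnight plating, 90-min dark dye load, 20-min compound pretreatment. Signal: kinetic FluxOR fluorescence, 10 s baseline plus 110 s post-stimulus.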
RGS4 block: human RGS4 inhibition | P49798 | 0.45% of 310,000 active | B-score at 10 µM | HEK293 M3R/RGS4 inducible, Fluo-4 calcium flux; stronger effect = higher value; triggered by carbachol at its EC20;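 active = B-score, a plate-corrected calcium signal, over three deviations above library mean, with baseline fluorescence within five deviations of library mean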;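 also: RGS4 expression induced by doxycycline in cells with stable M3 receptor; B-score is computed from the integrated fluorescence ratio over baseline after carbachol; higher B-score means a larger calcium signal and so more RGS4 inhibition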
MrgX1 ag: activates human MrgX1 receptor signaling | AID 588627 | B-score at 10 µM | 0.44% of 310,000 active | MrgX1-HEK293 cells, Fluo-4 calcium fluorescence, agonist mode; stronger effect = higher value;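 active = calcium response B-score plate-corrected fluorescence ratio at least 3 library SD, with starting fluorescence B-score inside 5 SD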
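Assay system: stable human MrgX1 HEK293 cell line. Quantity: 15,000 cells per well. Schedule: cells plated overnight, dye loaded 0.5 h 37 °C, 0.5 h room temperature. Detection: Fluo-4 NW calcium-flux fluorescence, kinetic read. Read-out basis: peak-minus-minimum fluorescence over baseline, converted to B scores. Control set: positive and negative control wells on each plate.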
MrgX1 allo act: human MrgX1 positive allosteric modulation, primary screen | 0.63% of 310,000 active | Q96LB2 | AID 588675 | B-score at 10 µM | MrgX1-HEK293, Fluo-4 calcium flux, FDSS; stronger effect = higher value;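 active = plate-corrected calcium response at least 3 library SD above typical, normal starting fluorescence, not activating the receptor alone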;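 also: compound read alongside a low EC10 to EC30 dose of BAM8-22 agonist; peak minus trough fluorescence over baseline measured at the second addition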
hERG protect: compounds protecting human hERG from proarrhythmic drug block; Q12809; 0.51% of 310,000 active; activation (rescue from dofetilide block), less the hit threshold, % at 10 µM; CHO-hERG, FluxOR thallium flux, dofetilide IC70 present; AID 1511;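 active = activation above the mean of controls blocked by dofetilide plus 5 SD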;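 also: thallium influx through hERG after potassium depolarization seen as dye fluorescence rise; in these data hits start at about 4.7%; inactives centre near -7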
Target sequence (Q12809 whole entry, looked up): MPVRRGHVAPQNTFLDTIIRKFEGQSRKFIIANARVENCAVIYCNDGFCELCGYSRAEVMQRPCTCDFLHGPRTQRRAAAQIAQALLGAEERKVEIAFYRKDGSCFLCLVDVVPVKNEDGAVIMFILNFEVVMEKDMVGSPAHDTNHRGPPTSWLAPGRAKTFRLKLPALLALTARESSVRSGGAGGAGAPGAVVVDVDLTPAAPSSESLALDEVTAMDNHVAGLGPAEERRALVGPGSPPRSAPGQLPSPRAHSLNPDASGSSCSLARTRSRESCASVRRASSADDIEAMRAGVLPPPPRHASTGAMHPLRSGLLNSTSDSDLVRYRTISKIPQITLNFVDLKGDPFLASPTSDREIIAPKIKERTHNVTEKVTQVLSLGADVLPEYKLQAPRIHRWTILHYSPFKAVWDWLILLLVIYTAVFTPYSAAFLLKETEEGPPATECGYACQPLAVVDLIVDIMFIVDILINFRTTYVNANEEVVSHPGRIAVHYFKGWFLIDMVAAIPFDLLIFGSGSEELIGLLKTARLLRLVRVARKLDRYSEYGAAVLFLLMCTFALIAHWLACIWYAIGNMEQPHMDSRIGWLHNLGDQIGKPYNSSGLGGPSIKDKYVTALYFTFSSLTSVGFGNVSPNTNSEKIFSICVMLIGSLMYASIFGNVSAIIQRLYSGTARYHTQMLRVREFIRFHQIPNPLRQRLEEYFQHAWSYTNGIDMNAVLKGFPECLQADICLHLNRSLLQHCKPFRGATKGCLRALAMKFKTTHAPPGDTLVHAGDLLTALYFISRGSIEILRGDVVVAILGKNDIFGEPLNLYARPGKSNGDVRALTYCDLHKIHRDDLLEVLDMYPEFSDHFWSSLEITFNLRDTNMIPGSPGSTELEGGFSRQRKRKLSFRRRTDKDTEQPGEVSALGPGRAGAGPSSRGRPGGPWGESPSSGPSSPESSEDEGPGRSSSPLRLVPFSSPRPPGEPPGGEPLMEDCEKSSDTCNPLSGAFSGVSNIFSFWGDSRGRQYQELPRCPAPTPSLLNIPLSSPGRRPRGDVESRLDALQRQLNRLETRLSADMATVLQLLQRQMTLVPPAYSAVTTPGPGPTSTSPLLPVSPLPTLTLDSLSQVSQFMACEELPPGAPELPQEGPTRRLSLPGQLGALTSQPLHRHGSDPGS
KCNQ1 block: blocks the human KCNQ1 potassium channel | P51787 | CHO-K1 KCNQ1, FluxOR thallium flux fluorescence; stronger effect = higher value | B-score at 10 µM | 1.3% of 310,000 active | AID 2642;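 active = compounds whose thallium flux B-score, printed positive for inhibition, exceeds three library SD while starting fluorescence stays within three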;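 also: channel opened by potassium depolarization with thallium stimulus after 20 min compound exposure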
TMEM16A inh: inhibitors of mouse TMEM16A calcium-activated chloride channel. 1.2% of 310,000 active. AID 588511. HEK293 TMEM16A/YFP iodide influx fluorescence, ionomycin. normalized B-score (activity score, 25-100; higher = stronger inhibition) at 10 µM;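 active = ratio plate-corrected score three or more library SD toward inhibition, starting fluorescence score within five deviations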;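 also: score derived from kinetic fluorescence span divided by baseline fluorescence per well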
ANO1 activ: activates or potentiates the mouse TMEM16A chloride channel | Q8BHY3 | HEK293 TMEM16A/YFP-H148Q/I152L, iodide quench fluorescence; stronger effect = lower value | 0.3% of 340,000 active | B-score at 10 µM;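 active = fluorescence-ratio B-score plate-corrected deviation score at least 3 library SD below zero, with starting fluorescence score within 5 deviations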;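 also: channel opened by trigger with iodide after compound preincubation; score built on the fluorescence ratio of max minus min over baseline; more negative score means more quench and so TMEM16A activation or potentiation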
An asterisk follows results filed as active; i = inactive; . = not tested or not shown. Random draw from the library (roughly 6.3% active in at least one column).

SMILES	RGS4 pot	KCNK9 block	KCNK3 inh	KCNQ1 act	RGS4 block	MrgX1 ag	MrgX1 allo act	hERG protect	KCNQ1 block	TMEM16A inh	ANO1 activ
c1ccc(-n2cnnc2SCc2cn3ccsc3n2)cc1	i	i	i	i	i	i	i	-8	i	i	i
Cc1cc(C(=O)N/N=C/c2cn[nH]c2-c2ccccc2)cs1	i	i	i	i	i	i	i	-15	i	i	i
COC(=O)C[C@H]1c2cc(C(F)(F)F)ccc2S(=O)(=O)N1c1ccc(N(C)C)cc1	i	i	i	i	i	i	i	-3	i	i	i
COc1ccc(C)cc1NC(=O)CCCN1C(=O)CCC1=O	i	i	i	i	i	i	i	-8	i	i	i
CC1CN(S(=O)(=O)c2csc(C(=O)Nc3ccccc3)c2)CC(C)O1 (stereo not drawn)	i	i	i	i	i	i	i	-7	i	i	i
O=C(c1ccc(-n2cccn2)cc1)N1CCc2ccccc2C1	i	i	i	i	i	i	i	-11	i	i	i
Cc1ccc(S(=O)(=O)NC(C)(C)CSc2ccccn2)cc1	i	i	i	i	i	i	i	-16	i	i	i
CC(NC(=O)CN(C)CC(=O)Nc1ccc(Cl)c(C(F)(F)F)c1)c1ccccc1 (stereo not drawn)	i	i	i	i	i	i	i	-12	i	i	i
Cc1ccn(C(C)CC(=O)Nc2ccc(-c3ccno3)cc2)n1 (stereo not drawn)	i	i	i	i	i	i	i	-7	i	i	i
COc1ccccc1CNC(=O)C/C(C)=N/NC(=O)Cc1ccc(Cl)cc1	i	i	i	i	i	i	i	-5	i	i	i
COc1ccc2c(c1)CCCN2C(N)=O	i	i	i	i	i	i	i	-2	i	i	i
Cc1ccc(C)c(N2CC(O)(c3cccs3)[N+]3=C2CCCC3)c1 (stereo not drawn)	i	i	i	i	i	i	i	-12	i	i	i
COc1ccc(CCC(=O)NC2=NCCS2)cc1OC	i	i	i	i	i	i	i	-5	i	i	i
CCOC(=O)C1=C(O)C(=O)N(Cc2cccnc2)C1c1ccc(C)cc1 (stereo not drawn)	i	i	i	i	i	i	i	-7	i	i	i
CC(=O)C1=C(C)Nc2ncnn2C1c1ccccc1OCc1ccccc1 (stereo not drawn)	i	i	i	i	i	i	i	-8	i	i	i
COc1ccccc1S(=O)(=O)Cc1ccc(C(=O)NCCN2CCCCCC2)o1	i	i	i	i	i	i	i	-4	i	i	i
O=C(O)c1ccc(/C=N/Nc2nc3ccccc3[nH]2)cc1	i	i	i	i	i	i	i	-10	i	i	i
CCCS(=O)(=O)c1ccc(COC(=O)Cc2ccc([N+](=O)[O-])cc2)cc1	i	i	i	i	i	i	i	-1	i	i	i
Cc1cc(C)cc(N(C(=O)c2csnn2)C(C(=O)NC(C)(C)C)c2ccncc2)c1 (stereo not drawn)	i	i	i	i	i	i	i	-17	i	i	i
CC(/C=N/NC(=O)c1nnn(-c2nonc2N)c1C)=C\c1ccccc1	i	i	i	i	i	i	i	-7	i	i	i
O=C(c1ccccc1Cl)N1CCN(S(=O)(=O)c2cccs2)CC1	i	i	i	i	i	i	i	0	i	i	i
COc1cc(C(=O)Nc2nnc(C(C)(C)C)s2)c([N+](=O)[O-])cc1OC	i	i	i	i	i	i	i	-3	i	i	i
CCCc1cc(-c2n[nH]c(C)c2-c2ccc(C(=O)OCC)o2)c(O)cc1O	i	i	i	i	i	i	i	-10	i	i	i
COc1ccc(N2CC(C(=O)Nc3cccc(S(=O)(=O)N4CCCC4)c3)CC2=O)c(OC)c1 (stereo not drawn)	i	i	i	i	i	i	i	-2	i	i	i
CN1C(=O)c2cccc3c(Br)ccc(c23)C1=O	i	i	i	i	i	i	i	-8	i	i	i
Cn1c(=O)c2c(nc(CN3CCN(C(=O)c4ccco4)CC3)n2Cc2cccc(Cl)c2)n(C)c1=O	i	i	i	i	i	i	i	-16	i	i	i
CC(C)(C)NC(=O)CN(Cc1cccs1)C(=O)C1COc2ccccc2O1 (stereo not drawn)	i	i	i	i	i	i	i	-23	6*	i	i
CN(C)Cc1c(C#N)c2ccccc2n1C	i	i	i	i	i	i	i	-7	i	i	i
CS(=O)(=O)N1CCC(C(=O)NCCC2=CCCCC2)CC1	i	i	i	i	i	i	i	-5	i	i	i
O=C(Nc1ccnn1C1CCN(C2CCOCC2)CC1)c1cccc(F)c1	i	i	i	i	i	i	i	-6	i	i	i

Entries shown so far that have an aryl thioether with sulfur outside any ring, in the order listed:
SMILES	RGS4 pot	KCNK9 block	KCNK3 inh	KCNQ1 act	RGS4 block	MrgX1 ag	MrgX1 allo act	hERG protect	KCNQ1 block	TMEM16A inh	ANO1 activ
c1ccc(-n2cnnc2SCc2cn3ccsc3n2)cc1	i	i	i	i	i	i	i	-8	i	i	i
Cc1ccc(S(=O)(=O)NC(C)(C)CSc2ccccn2)cc1	i	i	i	i	i	i	i	-16	i	i	i

Remaining list, next part
SMILES	RGS4 pot	KCNK9 block	KCNK3 inh	KCNQ1 act	RGS4 block	MrgX1 ag	MrgX1 allo act	hERG protect	KCNQ1 block	TMEM16A inh	ANO1 activ
C=CCNc1nc(Nc2ccc([N+](=O)[O-])cc2)nc(OC)n1	i	i	i	i	i	i	i	-7	i	i	i
Cc1ccc2[nH]c(=O)c(CN(CCN3CCOCC3)C(=O)Nc3ccccc3F)cc2c1	i	i	i	i	i	.	.	-8	i	.	i
Oc1ccc(NC(=S)Nc2ccc(F)cc2)cc1	i	i	i	i	i	i	i	-9	i	i	i
O=C(NCc1ccc(F)cc1)c1cc(S(=O)(=O)N2CCOCC2)ccc1F	i	i	i	i	i	i	i	-10	i	i	i
O=C(COc1ccc(Br)cc1Cl)NC1CCN(Cc2ccccc2)CC1	i	i	i	i	i	i	i	-13	i	i	i
CC(C)CCNC(=O)CN(Cc1ccco1)C(=O)CCC(=O)Nc1nccs1	i	i	i	i	i	i	i	-9	i	i	i
COc1cc(NC(=O)c2ccc(-c3cccc([N+](=O)[O-])c3)o2)ccc1NC(=O)C(C)C	i	i	i	i	i	i	i	-12	i	i	i
COC(=O)c1ccccc1Oc1ccc(NC(=O)c2ccco2)cc1	i	i	i	i	i	i	i	-7	i	i	i
CCOc1ccccc1-c1nc(-c2ccc(NC(=O)Cc3ccc(OC)cc3)cc2)no1	i	i	i	i	i	i	i	-8	i	i	i
COCCNC(=O)Nc1ccc(F)cc1	i	i	i	i	i	i	i	-19	i	i	i
O=C(Nc1cccn2ncnc12)C(Cl)Cl	i	i	i	i	i	i	i	0	i	i	i
COc1ccc(CNC(=O)C(=O)NCC2OCCN2S(=O)(=O)c2ccc(C)cc2)cc1 (stereo not drawn)	i	i	i	i	i	i	i	-8	i	i	i
Nc1nnc(SCC(=O)NC2CCCCCCC2)s1	i	i	i	i	i	i	i	-6	i	i	i
O=C(Nc1ccc(S(=O)(=O)N2CCCC2)cc1)c1ccc2c(=O)n3c(nc2c1)CCCCC3	i	i	i	i	i	i	i	-6	i	i	i
NCCCC[C@H]1CNC(=S)N1CCc1cccc(F)c1	i	i	i	i	i	i	i	-2	i	i	i
CCOc1cc(CNCc2ccc(C(=O)O)cc2)ccc1OC	i	i	i	i	i	i	i	-5	i	i	i
O=C(NCc1ccco1)c1ccccc1Nc1ccc(F)cc1	i	i	i	i	i	i	i	-14	7*	i	i
Cc1ccc(C(=O)O)cc1NC(=S)NC(=O)c1ccc(COc2ccccc2)cc1	i	i	i	i	i	i	i	-13	i	25*	i
COc1ccc(OCC(=O)N2c3ccccc3CCc3ccccc32)cc1	i	i	i	i	i	i	i	-7	i	i	i
CN(C)c1ccc(/C=c2\sc3n(c2=O)CCCN=3)cc1	i	i	i	i	i	i	i	-13	i	i	i
Cc1ccc(S(=O)(=O)N(C)C)cc1NC(=S)Nc1ccc2cn[nH]c2c1	i	i	i	i	i	i	i	-9	i	i	i
CC(C)(C)CC(=O)NC(=S)NCCc1ccccc1	i	i	i	i	i	i	i	-7	i	i	i
CCOc1ccc(NC(=O)CSc2nnc(CCNC(=O)c3ccc(OC)cc3)n2C)cc1	i	i	i	i	i	i	i	-9	i	i	i
Cc1c(C=O)c2ccccn2c1C(=O)c1ccncc1	i	i	i	i	i	i	i	-4	i	i	i
Cc1ccc(N2C(=O)C(CN3CCCCC3)C2c2ccccc2)cc1 (stereo not drawn)	i	i	i	i	i	i	i	-8	i	i	i
COc1ccc(CN2CCCCC2C)cc1OC (stereo not drawn)	i	i	i	i	i	i	i	-2	i	i	i
Cc1cc(NC(=S)Nc2cccnc2)ccc1Br	i	i	i	i	i	i	i	-24	10*	i	i
c1ccc(N=Nc2cn[nH]c2-c2ccco2)cc1	i	i	i	i	i	.	.	-4	i	.	i
COc1ccc(OC)c(S(=O)(=O)Nc2ccc3c(c2)n(C)c(=O)n3C)c1	i	i	i	i	i	i	i	-6	i	i	i
COc1ccc(C(C2C(=O)CC(C)(C)CC2=O)C2C(=O)CC(C)(C)CC2=O)cc1CO	i	i	i	i	i	i	i	-13	i	i	i
O=C(N[C@@H](Cc1ccccc1)C(=O)OCC(=O)N1CCOCC1)c1cccs1	i	i	i	i	i	i	i	-5	i	i	i
COc1ccc(Cl)cc1NC(=S)NCc1ccco1	i	i	i	i	i	i	i	-14	i	i	i
CCOC(=O)C1=C(COC(=O)c2cccc(Br)c2)NC(=O)NC1C (stereo not drawn)	i	i	i	i	i	i	i	-12	i	i	i
N#Cc1c(-c2ccccc2)oc(=O)c2ccccc12	i	i	i	i	i	i	i	-9	i	i	i
Cc1nc2scc(-c3cccs3)c2c(=O)n1CC(=O)O	i	i	i	i	i	i	i	-6	i	i	i
CC(=O)Nc1c(OC(C)=O)ccc2c(C)cc(=O)oc12	i	i	i	i	i	i	i	-3	i	i	i
COc1ccccc1C(=O)N/C(=C/c1ccc2c(c1)OCO2)C(=O)Nc1ccc(C(=O)O)cc1	i	i	i	i	i	i	i	-3	i	i	i
CC1=NN(C(=O)COc2ccccc2)C(O)(c2cccnc2)C1 (stereo not drawn)	i	i	i	i	i	i	i	-10	i	i	i
O=C(c1cccc(C(F)(F)F)c1)C1CCCN(C(=O)Cn2cncn2)C1 (stereo not drawn)	i	i	i	i	i	i	i	-4	i	i	i

Screening data: PubChem, Johns Hopkins Ion Channel Center
